Bioassay records: PubChem BioAssay, several laboratories
M. tuberculosis GlmU – inhibition of mycobacterial GlmU enzyme – biochemical, glucosamine-1-phosphate acetyltransferase (AID 1376); Bifunctional protein GlmU (Mycobacterium tuberculosis (strain ATCC 25618 / H37Rv)); actives 0.25% (n = 220,000); inhibition, %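 (tested at 30 µM in the primary screen)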, or IC50 in µM where a hit was titrated; M. tuberculosis GlmU acetyltransferase enzyme assay; higher % means a stronger effect; in the data active means inhibition above about 13%;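 further: 0% = complete reaction with vehicle and 100% = reaction without substrate; strong numbers were not always called active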
RmlCD inh 1536 – M. tuberculosis RmlC/RmlD coupled enzyme inhibitors, primary screen, biochemical, compound mixtures, 384-well, from 1536-well plates. dTDP-4-dehydrorhamnose reductase (Mycobacterium tuberculosis (strain ATCC 25618 / H37Rv)) …. RmlC+RmlD coupled enzyme assay, percent inhibition; primary screen in compound mixtures. inhibition, % at 3.6 µM. actives 0.03% (n = 160,000); in the data active means inhibition mostly above about 34%, no sharp cut-off; further: some results filed as inactive read as strong as hits
Target sequence (P9WH09 whole entry, looked up): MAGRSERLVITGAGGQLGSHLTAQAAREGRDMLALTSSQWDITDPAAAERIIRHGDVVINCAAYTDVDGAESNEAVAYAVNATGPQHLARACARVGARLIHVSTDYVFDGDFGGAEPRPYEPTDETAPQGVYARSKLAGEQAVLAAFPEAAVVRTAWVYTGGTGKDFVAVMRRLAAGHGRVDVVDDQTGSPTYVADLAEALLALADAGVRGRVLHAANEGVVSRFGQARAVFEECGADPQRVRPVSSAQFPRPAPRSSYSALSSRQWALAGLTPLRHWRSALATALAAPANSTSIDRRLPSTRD
Target sequence (P9WH11 whole entry, looked up): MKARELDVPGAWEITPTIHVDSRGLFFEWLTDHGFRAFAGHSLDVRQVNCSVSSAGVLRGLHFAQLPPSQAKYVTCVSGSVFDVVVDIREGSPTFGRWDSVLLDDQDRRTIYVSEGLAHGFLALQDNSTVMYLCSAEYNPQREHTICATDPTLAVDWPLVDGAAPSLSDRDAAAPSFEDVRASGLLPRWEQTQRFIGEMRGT
Starred values were filed as active, the others as inactive; / = no result given. Not all compounds are listed (hit frequency here may not be typical).

smiles | M. tuberculosis GlmU | RmlCD inh 1536
O=C1NC(=O)C(CCc2ccncc2)(CCc2ccncc2)C(=O)N1Cc1ccccc1 | 7.0% | 4
Cc1ccccc1N(Cc1nnc2n1CCCCC2)C(=O)Nc1ccccc1 | 2.4% | /
COc1ccc(S(N)(=O)=O)cc1C(=O)NCCCN1CCN(c2ccc(C)cc2)CC1 | 1.3% | 14
Cc1ccc(C(=O)N2CCN(S(=O)(=O)c3ccc(C)c([N+](=O)[O-])c3)C2)cc1 | -4.7% | -9
Cn1c(=O)c2c(nc(NCCCO)n2CCc2ccccc2)n(C)c1=O | -1.6% | /
Cc1cc(NS(=O)(=O)c2ccc(NC(=O)COc3ccccc3Cl)cc2)no1 | -1.8% | /
Cc1nn(C)c(C)c1CN(C)C(=O)c1cc2n(n1)C(C(F)(F)F)CC(c1cccs1)N2 (stereo not given) | 1.7% | -6
Cc1ccc(NC(=O)COC(=O)c2ccccc2-c2nc3ccccc3s2)c(C)c1 | 8.2% | -12
O=C(Cn1cnc2c(nnn2Cc2ccc(F)cc2)c1=O)Nc1ccccc1 | -4.0% | -2
O=C(O)C[C@H]1c2ccc(C(F)(F)F)cc2S(=O)(=O)N1C1CCCCC1 | 0.7% | /
CC(OC(=O)CCc1nc2ccccc2[nH]c1=O)c1ccccc1 (stereo not given) | -0.4% | -13
O=C(CSc1ncnc2scc(-c3ccccc3)c12)N1CCN(c2ccccc2F)CC1 | 2.0% | /
O=C(Cc1ccccc1)Nc1cccc(N2CCCC2)c1 | -6.2% | /
Cc1ccc2oc(Nc3nc(C)cc(C)n3)nc2c1 | 0.8% | -4
Cn1cc(Cl)nc1C(O)c1ccccc1 (stereo not given) | 0.9% | -3
CCOc1cc(/C=C2/SC(=S)N(C)C2=O)ccc1Oc1ccc([N+](=O)[O-])cc1[N+](=O)[O-] | 2.5% | -14
Cc1ccc(C(=O)Nc2ccon2)cc1S(=O)(=O)N1CCCCCC1 | -3.6% | 3
COCC(=O)Nc1cc(C(=O)Nc2ccccc2)ccc1Cl | -0.1% | /
CCCc1nc2sc(C(=O)OCC)c(N)c2c2c1COC(C)(C)C2 | -2.6% | 10
Cc1ccccc1S(=O)(=O)c1cc(C#N)c(=O)[nH]c1N | / | -9
COc1ccc(S(=O)(=O)Nc2ccc(S(=O)(=O)N3CCCCC3)cc2)cc1OC | -1.2% | 7
COc1ccccc1OCCn1cc(C(=O)O)c2ccccc21 | -5.4% | 6
CC(=C1C(=O)c2ccccc2C1=O)N1CCN(c2ccc(F)cc2)CC1 | -5.0% | 1
COc1ccccc1OCC(=O)NN=C(Cc1ccccc1)Cc1ccccc1 | -2.1% | -8
O=C(N/N=C\c1ccc(-c2ccc([N+](=O)[O-])cc2)o1)c1ccc2c(c1)OCO2 | -2.5% | 4
Cc1ccc(C)c(N(CC(=O)NC2CCCC2)C(=O)c2cc3cc4cccc(C)c4nc3s2)c1 | 1.3% | -5
CCOC(=O)c1[nH]c2ccc(F)cc2c1NC(=O)CCN1CCOCC1 | 2.9% | /
Cc1ccc(S(=O)(=O)N(C)CC(=O)OCC(=O)Nc2ccccc2)cc1 | 7.5% | 14
Cc1ccccc1NC1=C(Cl)C(=O)N(C2CCCCC2)C1=O | 2.4% | /
Cc1cc(C)n(-c2cc(C(C)(C)C)nc3c(-c4ccc(Cl)cc4)cnn23)n1 | -3.8% | -3
CCOC(=O)C1(Cc2ccc(Cl)cc2)CCN(C(C)CCn2cccn2)CC1 (stereo not given) | -3.0% | -1
Cc1c(C#N)c2ccccc2n1CC(=O)NCCc1c[nH]c2ccccc12 | 0.8% | 4
O=C(O)CCC(=O)Nc1ccc(-n2ccc(C(F)(F)F)n2)cc1 | 4.8% | 2
CCOc1ccc(NC(=O)C[n+]2ccc(N(C)C)cc2)cc1 | 1.1% | /
O=c1c2ccccc2nc(-c2cccs2)n1-c1ccc2ccccc2c1 | -3.9% | /
CC(=O)/C(C#N)=C1\NC(=O)C(Cc2ccc(C)c(C)c2)S1 (stereo not given) | -3.8% | 9
O=C(N/N=C/c1ccc(Br)o1)c1cncc(Br)c1 | 1.4% | 10
CC(C)(C)C(=O)Cn1c(=O)n(CC2CCCO2)c(=O)c2ccccc21 (stereo not given) | -1.1% | /
CCc1nc(NC(C)(C)C)c2cnn(-c3ccccc3)c2n1 | -2.3% | 4
O=C(O)c1ccc(N=c2oc3cc(O)ccc3cc2C(=O)NCc2ccccc2)cc1 | -0.6% | -15
O=C(N/N=C1\CC2CC=CC12)c1ccc(Br)cc1 (stereo not given) | 3.7% | 3
COc1cc(/C=N/O)cc(Br)c1OCc1cccc(Cl)c1 | 1.1% | /
CC(C)(C)NC(=O)C(c1ccccc1)N(C(=O)c1csnn1)C1CC1 (stereo not given) | -3.2% | /
CN(C)Cc1c(O)ccc2[nH]cnc12 | -5.8% | /
Cc1ccc(C)c(NC(=O)c2ncn[nH]2)c1 | 5.2% | /
COc1ccc(CN2CCSCC2)cc1O | 2.4% | /
N#CC1(c2c(O)nc3n(c2=O)CCCS3)CCCCC1 | 3.2% | 5
O=C(O/N=C/c1ccc2c(c1)OCO2)c1ccc([N+](=O)[O-])cc1 | -3.2% | -11
Cc1nnc(NC(=O)CSc2ncnc3c2cnn3-c2ccccc2C)s1 | -0.6% | 17
Cc1onc(-c2c(F)cccc2Cl)c1C(=O)NC(=S)Nc1c(C)n(C)n(-c2ccccc2)c1=O | 1.6% | 7

Following part:
smiles | M. tuberculosis GlmU | RmlCD inh 1536
O=C(C[n+]1ccccc1)N/N=C/c1ccccc1F | 3.3% | -1
O=c1oc2ccc([N+](=O)[O-])cc2c(N2CCOCC2)c1[N+](=O)[O-] | 0.0% | 28
Cc1cc(CNC(=O)C(C)Cc2ccccc2)nn1C (stereo not given) | 2.3% | /
CCOc1ccccc1NC(=O)CC1Nc2ccccc2NC1=O (stereo not given) | -1.9% | /
Cc1ccc(C)c(C(=O)N(Cc2nc(-c3ccc(Cl)cc3)no2)C(C)C)c1 | -1.4% | /
CSCCOC(=O)COc1ccc(/C=N/NC(=O)c2c(Cl)cnn2C)cc1 | 5.9% | 0
COCCN(C(=O)CC1C(=O)NCCN1CC(c1ccccc1)c1ccccc1)C(C)C (stereo not given) | 7.2% | -5
COc1ccc2c(c1OC)C(=O)N1c3ccccc3C(=O)N(c3ccccc3)C21 (stereo not given) | 7.8% | 9
CCOC(=O)N1CCN(C(=O)CN(c2ccc(C)c(C)c2)S(=O)(=O)c2ccccc2)CC1 | 0.7% | 5
CCC(C)NC(=O)c1ccccc1NS(=O)(=O)c1ccc(OC)c(OC)c1 (stereo not given) | 2.7% | /
C=C1CCN(c2ccc(C(=O)NCCC)cc2[N+](=O)[O-])CC1 | 0.7% | /
O=C(NC1CCCCC1)C(c1cccs1)N(Cc1cccs1)C(=O)c1ccco1 (stereo not given) | -1.6% | -8
COc1ccc(Cn2nnnc2CN(Cc2cc3ccc(C)cc3[nH]c2=O)C2CCCC2)cc1 | -9.8% | 2
O=c1cc(N2CCCCC2)c(-c2ccccc2)nn1Cc1ccccc1Cl | -1.3% | /
O=C(CSc1n[nH]c(=O)[nH]c1=O)c1ccccc1[N+](=O)[O-] | 1.8% | -3
Cc1cc(C(=O)Nc2ccc(N3CCOCC3)cc2)c2ccccc2n1 | 5.0% | /
CCOC(=O)c1c(CS(=O)(=O)c2ccccc2)n(C)c2cc(Br)c(O)c(CN(C)C)c12 | -2.5% | /
CCN=C(Nc1ccc2c(c1)OCO2)SC1CC(=O)N(c2ccc(OC)cc2)C1=O (stereo not given) | -4.4% | /
CC1CN(C(=O)c2nn(C)cc2[N+](=O)[O-])CC(C)O1 (stereo not given) | 3.6% | 1
O=C1NC(=Nc2ccccc2)SC1Cc1cccc(Cl)c1Cl (stereo not given) | 5.8% | 4
CCCOc1ccc(C2c3c(oc4ccccc4c3=O)C(=O)N2CCN(CC)CC)cc1OC (stereo not given) | -3.7% | /
Cc1ccc(-c2noc(C3CCN(S(C)(=O)=O)CC3)n2)o1 | -3.2% | /
N/C(Cc1cccc2ccccc12)=N\OC(=O)c1cccs1 | 1.3% | 2
O=C(CN1C(=O)C2(OCCO2)c2ccccc21)c1ccc(F)cc1 | -1.3% | -1
CN(C)/C=N/c1cc(=O)n(C)c(=O)n1CC1CC1 | 2.0% | /

Sorted by formula weight (ascending): part of the list above.
smiles | M. tuberculosis GlmU | RmlCD inh 1536
C=C1CCN(c2ccc(C(=O)NCCC)cc2[N+](=O)[O-])CC1 | 0.7% | /
Cc1ccc(-c2noc(C3CCN(S(C)(=O)=O)CC3)n2)o1 | -3.2% | /
O=C(CN1C(=O)C2(OCCO2)c2ccccc21)c1ccc(F)cc1 | -1.3% | -1
O=C1NC(=Nc2ccccc2)SC1Cc1cccc(Cl)c1Cl (stereo not given) | 5.8% | 4

(continued)
Under each structure: M. tuberculosis GlmU | RmlCD inh 1536
CCOC(=O)c1ccc(NC(=O)c2c(NC(=O)CCC(=O)O)sc3c2CCCCC3)cc1
→ 3.6% | /
COc1cccc(C2=Nc3cccc4cccc(c34)N2)c1
→ -6.3% | 5
O=C(C1CCN(S(=O)(=O)Cc2ccccc2)CC1)N1CCN(c2ncccn2)CC1
→ -0.8% | 7
COc1ccc(N2C(=O)CN(Cc3cc(OC)c(OC)c(OC)c3)C2=S)cc1
→ 0.2% | -7
O=C(O)CCC1(C(=O)O)OCCc2ccccc21 (stereo not given)
→ 2.0% | 21
O=C(O)CSCC(=O)NCc1cccc(C(F)(F)F)c1
→ -0.5% | /
CC(=O)c1ccc(N2CCN(C(=O)c3cc(-c4cccnc4)nc4ccc(Br)cc34)CC2)cc1
→ -3.1% | -6
Cn1c(Cn2c(=O)sc3ccccc32)nnc1SCC(=O)N1CCc2ccccc21
→ -3.8% | 13
COc1ccc(-c2cc(C(=O)Nc3ccccc3SC)no2)cc1OC
→ -0.5% | 11
Cc1ccc2ncc([N+](=O)[O-])n2c1
→ -6.3% | -4
COc1ccc(/C=C2/C(=O)OCc3cc(OC)c(OC)cc32)cc1
→ -1.5% | -12
O=C(O)/C=C\C(=O)Nc1ccccc1C(=O)NC1CCCCC1
→ 5.2% | 7
O=C1c2ccccc2C(Nc2ccc(S(=O)(=O)N3CCCCC3)cc2)N1c1ccccn1 (stereo not given)
→ -6.2% | /
O=C(Nc1ccc2c(c1)OCO2)N1CCCC1
→ 2.7% | 7
COC(=O)c1sccc1NC(=O)Cn1cnc2c1c(=O)n(C)c(=O)n2C
→ 0.2% | 1
Nc1ccc(C(=O)Nc2nc3ccccc3s2)cc1
→ -0.6% | -3
CC(C)c1ccc(CNc2ccc([N+](=O)[O-])cn2)cc1
→ -7.5% | 5
O=C(COC(=O)c1ccccc1OCc1ccc(Cl)cc1)NC1CC1
→ 12% | /
Cc1ccc(NC(=O)Cn2cccc2C2=NC(c3ccccc3)CO2)c(C)c1 (stereo not given)
→ 1.0% | 9
Cc1cc(C)c[n+](-c2[nH]c(=O)sc2/C=N/NC([S-])=Nc2ccccc2)c1
→ -0.9% | -1

As entered above:
RmlCD inh 1536 result of `COc1ccc(-c2cc(C(=O)Nc3ccccc3SC)no2)cc1OC` is entered as 11
RmlCD inh 1536 result of `Cc1ccc(NC(=O)Cn2cccc2C2=NC(c3ccccc3)CO2)c(C)c1` (stereo not given) is entered as 9
RmlCD inh 1536 result of `CC(=O)c1ccc(N2CCN(C(=O)c3cc(-c4cccnc4)nc4ccc(Br)cc34)CC2)cc1` is entered as -6
RmlCD inh 1536 result of `COc1cccc(C2=Nc3cccc4cccc(c34)N2)c1` is entered as 5
M. tuberculosis GlmU result of `O=C(O)CSCC(=O)NCc1cccc(C(F)(F)F)c1` is entered as -0.5%

Additional compounds follow.
Under each structure: M. tuberculosis GlmU | RmlCD inh 1536
O=C(Nc1cccc([N+](=O)[O-])c1)Nc1cccc([N+](=O)[O-])c1
→ -7.6% | 15
CCC(C)[C@H](NC(=O)Nc1ccc(C(C)=O)cc1)C(=O)OC (stereo not given in full)
→ 1.5% | /
CCOC(=O)Cn1cc(Cl)c(=O)c(Cl)c1
→ 6.0% | 11
COc1ccc(C(CC(=O)N2CCN(c3ccccc3)CC2)c2c(OC)cc(OC)c3ccc(=O)oc23)cc1 (stereo not given)
→ -5.7% | /
CC(C)OCCCNC(=O)c1cc2c(=O)n(C)c3ccccc3c2n1C
→ -6.5% | /
CCOc1ncccc1C(=O)OCC(=O)c1ccc(F)cc1
→ 7.7% | -5
CCn1c(SCc2nc(-c3ccccc3)no2)nnc1-c1cccs1
→ -2.0% | -12
COc1cc(/C=C(\C#N)c2nc(-c3cc4ccccc4oc3=O)cs2)ccc1O
→ -3.3% | 6
Cc1ccc(NC(=O)c2cccc(N3C(=O)CCC3=O)c2)nc1
→ -2.1% | /
CC(=O)Nc1cccc(S(N)(=O)=O)c1C
→ 5.3% | -1
Nc1nc(CSC(=S)N2CCN(c3ccccc3)CC2)nc(Nc2ccccc2)n1
→ 2.7% | 5
C=C(C)COc1ccc2c(CC)cc(=O)oc2c1
→ -0.5% | -6
COC(=O)c1ccc(NC2=CC(=O)CC(C)(C)C2)cc1
→ 1.4% | /
O=C1CSC2(CCCCC2)N1CCO
→ 2.8% | /
COC(=O)c1cccc(Oc2nc3c(c(=O)n(C)c(=O)n3C)n2C(C)C)c1
→ -1.1% | 9
Cc1cccc(OCC(=O)N/N=C/CC(C)c2ccccc2)c1C (stereo not given)
→ 5.6% | 7

Shown as labelled records: part of the list above.
Molecule: Nc1nc(CSC(=S)N2CCN(c3ccccc3)CC2)nc(Nc2ccccc2)n1
- M. tuberculosis GlmU = 2.7%
- RmlCD inh 1536 = 5

Molecule: Cc1ccc(NC(=O)c2cccc(N3C(=O)CCC3=O)c2)nc1
- M. tuberculosis GlmU = -2.1%
- RmlCD inh 1536 = /
